# Source: PubChem (several laboratories)
# Mtb RmlCD inh: blocks M. tuberculosis RmlC and RmlD coupled enzymes; RmlC+RmlD coupled enzyme assay, percent inhibition; primary screen in compound mixtures; AID 1533; inhibition, % at 3.6 µM; 160,000 compounds, 0.03% hits; P9WH09+P9WH11; in the data active means inhibition mostly above about 34%, no sharp cut-off; further: some results filed as inactive read as strong as hits
# Target sequence (P9WH09 whole entry, looked up): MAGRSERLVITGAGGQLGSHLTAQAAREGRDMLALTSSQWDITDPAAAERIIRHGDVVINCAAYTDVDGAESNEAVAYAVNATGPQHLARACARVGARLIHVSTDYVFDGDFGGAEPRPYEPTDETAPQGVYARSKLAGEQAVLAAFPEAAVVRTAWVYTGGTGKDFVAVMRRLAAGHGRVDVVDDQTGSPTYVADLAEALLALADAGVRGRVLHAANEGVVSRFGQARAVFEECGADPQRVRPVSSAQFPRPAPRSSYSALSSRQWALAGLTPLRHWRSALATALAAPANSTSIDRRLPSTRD
# Target sequence (P9WH11 whole entry, looked up): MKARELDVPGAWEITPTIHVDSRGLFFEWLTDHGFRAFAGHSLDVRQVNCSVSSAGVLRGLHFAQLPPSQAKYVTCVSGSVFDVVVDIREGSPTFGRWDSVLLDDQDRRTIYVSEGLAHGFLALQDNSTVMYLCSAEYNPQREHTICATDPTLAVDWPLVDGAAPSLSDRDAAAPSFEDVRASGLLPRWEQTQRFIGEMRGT
# GlmU inhibition: inhibition of mycobacterial GlmU enzyme – biochemical, glucosamine-1-phosphate acetyltransferase (AID 1376) | 220,000 compounds, 0.25% hits | M. tuberculosis GlmU acetyltransferase enzyme assay; higher % means a stronger effect | one-dose inhibition, %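 (tested at 30 µM in the primary screen)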; IC50 in µM for titrated hits; in the data active means inhibition above about 13%;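 further: 0% = complete reaction with vehicle and 100% = reaction without substrate; strong numbers were not always called active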
# An asterisk follows results filed as active; · = no result given.
cpd	canonical_smiles	Mtb RmlCD inh	GlmU inhibition
1	CCOc1ccc(NC(=O)CNc2ccc(C)cc2Cl)cc1	·	-3.0%
2	Cc1ccc2oc(=O)n(CC(=O)OCCC(C)C)c2c1	-1.2	4.5%
3	Cc1cc(C)nc(Sc2nc(C)nc3c2oc2ccccc23)n1	·	0.1%
4	NS(=O)(=O)c1ccc(NC(=S)NCc2cccs2)cc1	·	0.2%
5	CC[C@H](C)[C@H](NC(N)=O)C(=O)Nc1ccccc1F	-5.8	7.8%
6	Cc1cc(OCC(=O)NCc2nc(-c3ccccc3)no2)c(C)cc1Br	11.3	-1.6%
7	CC(C(=O)NCCS(=O)(=O)c1ccc(Cl)cc1)S(=O)(=O)c1ccccc1 (stereo unspecified)	7.0	-0.3%
8	O=C1c2ccccc2NC(c2ccccc2Br)N1CCCN1CCOCC1 (stereo unspecified)	-0.7	-4.7%
9	O=C(OCc1cncs1)c1ccccc1Cl	-9.2	-0.3%
10	Cc1ccc(Cn2cccc(NC(=O)CCC3CCCC3)c2=O)cc1	-9.2	2.3%

# Whole records from above.
# `O=C1c2ccccc2NC(c2ccccc2Br)N1CCCN1CCOCC1` (stereo unspecified) across the screens: Mtb RmlCD inh: -0.7; GlmU inhibition: -4.7%
# `Cc1cc(OCC(=O)NCc2nc(-c3ccccc3)no2)c(C)cc1Br` across the screens: Mtb RmlCD inh: 11.3; GlmU inhibition: -1.6%
# `NS(=O)(=O)c1ccc(NC(=S)NCc2cccs2)cc1` across the screens: Mtb RmlCD inh: ·; GlmU inhibition: 0.2%

# Among those listed so far, 5 have nitrogen in an aromatic ring.
cpd	canonical_smiles	Mtb RmlCD inh	GlmU inhibition
2	Cc1ccc2oc(=O)n(CC(=O)OCCC(C)C)c2c1	-1.2	4.5%
3	Cc1cc(C)nc(Sc2nc(C)nc3c2oc2ccccc23)n1	·	0.1%
6	Cc1cc(OCC(=O)NCc2nc(-c3ccccc3)no2)c(C)cc1Br	11.3	-1.6%
9	O=C(OCc1cncs1)c1ccccc1Cl	-9.2	-0.3%
10	Cc1ccc(Cn2cccc(NC(=O)CCC3CCCC3)c2=O)cc1	-9.2	2.3%

# (cont.)
cpd	canonical_smiles	Mtb RmlCD inh	GlmU inhibition
11	COC(=O)c1ccc(NC(=O)c2ccc(NC(=O)C3CCCO3)cc2)cc1 (stereo unspecified)	-13.0	3.1%
12	N#CCc1c(C#N)c(N)nc(N2CCCC2)c1C#N	·	0.3%
13	COc1ccc(-c2noc(-c3ccccc3Cl)n2)cc1OC	3.7	0.5%
14	CCN(CC)S(=O)(=O)c1cccc(-n2c(O)c(C=Nc3ccccc3C(=O)O)c3ccccc3c2=O)c1	-12.3	4.0%
15	CC(=O)Nc1ccc(C(=O)Nc2nc(-c3cc(C)n(Cc4ccccc4)c3C)cs2)cc1	·	3.2%
16	COc1cccc(Cn2nnc3c(=O)[nH]c(C4CCCN(C(=O)c5ccccc5Cl)C4)nc32)c1 (stereo unspecified)	-3.6	0.7%
17	N=C1C(c2ccc(Br)cc2)=C(O)C2CCc3ccccc3N12 (stereo unspecified)	·	4.5%
18	O=C(N/N=C/c1ccncc1)c1cccc(NC(=O)c2ccc(Cl)cc2)c1	-11.3	7.9%
19	O=C(CCS(=O)(=O)c1ccccc1)Nc1ccc(-c2nc3ccccc3s2)cc1	14.8	5.1%
20	CCOc1ccc(/C=N/NC(=O)c2c(-c3ccccc3)noc2C)cc1	·	1.2%

# Later entries.
cpd	canonical_smiles	Mtb RmlCD inh	GlmU inhibition
21	Cc1c(OCc2ccc([N+](=O)[O-])cc2)ccc2c3c(c(=O)oc12)CCC3	11.2	0.7%
22	FC(F)(F)c1ccc(Cl)c(N/N=C/c2ccc(N3CCOCC3)s2)c1	12.3	5.8%
23	CC(=O)Nc1cccc(-c2csc(Nc3ccc(Cl)cn3)n2)c1	-7.7	5.4%
24	CC(=O)C1CCN(Cc2ccccc2)CC1	-5.4	-2.5%
25	COc1ccc(NC(=O)c2ccccc2NC(=O)CSc2ccc(C)cc2)cc1	·	2.7%
26	CCOC(=O)c1ccccc1NC(=O)COC(=O)C(CC(C)C)NC(N)=O (stereo unspecified)	5.1	-2.1%
27	O=C(O)c1cccc(NC(=S)N/N=C/c2c[nH]c3ccccc23)c1	-3.9	-1.2%
28	Cc1cccc(C(=O)NNC2=C(C(=O)C(F)(F)F)CCC2)c1O	·	5.0%
29	CCOC(=O)c1ccc(CSc2nnc(-c3ccncc3)n2N)cc1	1.2	-2.0%
30	O=C(O)c1ccc(N/C(=N\S(=O)(=O)c2ccc(Cl)cc2)c2ccccc2)cc1	·	0.3%

# Carrying on.
cpd	canonical_smiles	Mtb RmlCD inh	GlmU inhibition
31	O=C1OCc2ccc(NC(=O)C3CC3)cc21	-17.6	-1.6%
32	Cc1cccc(CSc2ccc3nnc(-c4ccccn4)n3n2)c1	-10.8	-2.2%
33	CC(C)=CCC/C(C)=C/Cc1c(O)ccc(C(=O)/C=C/c2ccc(O)cc2)c1O	·	-1.1%
34	CCOC(=O)c1cncc(NC(=O)c2ccccc2)c1	·	-3.3%
35	CCCCCCSc1nc(O)c(C2OC(=O)c3c2ccc(OC)c3OC)c(=O)n1CC (stereo unspecified)	-3.4	0.9%
36	N#Cc1cccc(C(c2nnnn2CCc2ccccc2)N2CCN(C3CCCCC3)CC2)c1 (stereo unspecified)	-10.5	1.0%
37	COc1ccccc1C1(O)CC2CCC(C1)N2S(=O)(=O)c1ccc(C(C)=O)cc1 (stereo unspecified)	-6.8	-3.4%
38	CC1(CCc2ccccc2)NC(=O)N(Cc2cc([N+](=O)[O-])cc3c2OCOC3)C1=O (stereo unspecified)	-6.5	-1.0%
39	c1ccc(-c2csc(Nc3cccnc3)n2)cc1	11.4	1.9%
40	N#CC1=C(N)Oc2c(c(=O)oc3ccccc23)C1c1ccc([N+](=O)[O-])o1 (stereo unspecified)	-7.4	9.6%

# (listing goes on)
cpd	canonical_smiles	Mtb RmlCD inh	GlmU inhibition
41	FC(F)Oc1ccc(NC(=S)NCc2cccnc2)cc1	-10.1	1.5%
42	COc1ccc(C(C(=O)NC2CCCCC2)N(C(=O)c2sc(C)nc2C)c2ccccc2)cc1 (stereo unspecified)	7.0	-5.8%
43	O=S(=O)(NCC(Nc1ccccc1)c1ccccc1)c1ccc(Cl)cc1 (stereo unspecified)	-8.0	-3.6%
44	NC(=O)N/N=C/c1cc(Br)ccc1OC(=O)c1ccccc1	-11.2	-4.2%
45	COc1ccc(N(CN2C(=O)C3CC=CCC3C2=O)C(=O)c2ccco2)cc1 (stereo unspecified)	1.6	3.0%
46	CCOc1cc(N2CCCC2)ccc1[N+](=O)[O-]	-1.9	4.0%
47	Cc1cccc(N(CC(=O)NCc2ccc3c(c2)OCO3)C(=O)CCC(=O)Nc2ccccn2)c1	-3.7	0.3%
48	COc1ccc(CNC(=O)c2ccc(S(=O)(=O)N3CCCC3)cc2)cc1OC	·	-2.7%
49	COCCN(CCOC)C(=O)COC(=O)c1cc([N+](=O)[O-])ccc1Cl	4.8	-1.1%
50	COc1ccccc1Cn1nnc2c(=O)[nH]c(C3CCN(C(=O)c4ccc(F)cc4)CC3)nc21	·	-3.8%

# (list continues)
cpd	canonical_smiles	Mtb RmlCD inh	GlmU inhibition
51	CC1CCN(c2oc(Cc3cccc4ccccc34)nc2C#N)CC1	-6.6	-0.1%
52	CCCS(=O)(=O)NCCc1cc2c(C)ccc(C)c2[nH]c1=O	7.3	2.4%
53	O=C(NCC1CCCN(Cc2cccc(OCCO)c2)C1)c1ccc(F)cc1 (stereo unspecified)	8.5	-2.5%
54	Cc1ccc(SCC(=O)Nc2c(Br)cnn2C)cc1	6.0	2.7%
55	CCOc1ccc2nc(NC(=O)CSc3nc4c(c(=O)n(C)c(=O)n4C)n3C(C)C)sc2c1	-9.8	·
56	NS(=O)(=O)c1cc(C2(O)NC(=O)c3ccccc32)ccc1Cl (stereo unspecified)	·	-2.9%
57	COc1ccccc1NC(=S)N(Cc1ccccc1)Cc1ccccn1	-12.3	-2.2%
58	CC(=O)Nc1ccc(S(=O)(=O)NCc2cn3c(C)csc3n2)cc1	·	-4.7%
59	CCc1ccc(OCC(=O)Nc2ccc(-c3cc4ccccc4oc3=O)c(OC)c2)cc1	-2.2	-9.4%
60	COc1ccc(C(=O)NNC(=O)c2cc(C)[nH]n2)cc1	-0.2	-3.1%

# The list continues.
cpd	canonical_smiles	Mtb RmlCD inh	GlmU inhibition
61	COc1ccc(NS(=O)(=O)c2ccc(SC)cc2)c(OC)c1	4.4	7.1%
62	OCCC1CN(Cc2cccn2-c2nccs2)CCN1Cc1ccccc1 (stereo unspecified)	3.0	-0.9%
63	CCOC(=O)N1CCN(C(=O)CSc2nnc(Cc3cccn3C)n2CCc2ccccc2)CC1	·	2.1%
64	COc1ccccc1CNC(=O)CSc1ccc(-c2cccc([N+](=O)[O-])c2)nn1	12.6	-3.6%
65	COc1cc2nc(CSc3nc(-c4ccc(F)cc4)cs3)[nH]c(=O)c2cc1OC	-4.7	-1.7%
66	CCOC(=O)c1cc2c(ccc3ccccc32)oc1=O	8.7	-2.1%
67	Cc1snc(SCC(=O)c2ccc(F)cc2)c1C#N	-12.3	2.0%
68	CC(=O)c1c(C)[nH]c(C(=O)CN2C(=O)NC(CCc3ccccc3)C2=O)c1C (stereo unspecified)	-10.7	·
69	CCOc1ccc([N+](=O)[O-])cc1CNCCc1ccccc1	6.3	2.8%
70	COc1ccc(CNC(=O)C2CCN(S(=O)(=O)c3ccc(-c4nn[nH]n4)cc3)CC2)cc1	21.1	-4.3%

# Continued.
cpd	canonical_smiles	Mtb RmlCD inh	GlmU inhibition
71	OC(CNCc1ccco1)Cn1c2ccc(Br)cc2c2cc(Br)ccc21 (stereo unspecified)	·	-2.6%
72	COc1ccc(C2=NO[C@@H]3C(=O)N(Cc4ccccc4)C(=O)[C@H]23)c(OC)c1	31.9	-8.8%
73	O=C(CSc1ncn[nH]1)NCCCc1ccccc1	4.6	2.8%
74	Clc1ccc2nc(CSc3nnc4ccccn34)cn2c1	·	-4.2%
75	Cc1nc2ncnn2c(N2CCCC(C(=O)Nc3ccccc3Br)C2)c1C (stereo unspecified)	-13.8	-3.4%
76	CC(C)(C)c1ccc(NS(=O)(=O)c2ccc(N)cc2)cc1	10.3	·
77	Cc1ccccc1C(C(=O)NC1CCCCC1)N(C(=O)c1ccccn1)c1cccnc1 (stereo unspecified)	7.2	-1.9%
78	COc1ccc(CN2CCN(S(=O)(=O)c3ccccc3)CC2)cc1Br	·	-0.4%
79	Cc1nn(CC#N)c(=O)n1-c1ccc(F)cc1	·	-3.4%
80	Cc1nc2ncnn2c(C)c1CCC(=O)N1CCN(c2ccccn2)CC1	5.1	-0.7%

# Additional compounds follow.
cpd	canonical_smiles	Mtb RmlCD inh	GlmU inhibition
81	CN1CCCN(Cc2nc(-c3ccc(Cl)cc3)no2)CC1	-10.7	-0.6%
82	COc1ccccc1-n1cnc2cc(NCc3ccco3)ccc21	-5.5	-1.2%
83	COc1ccc(S(=O)(=O)NN=C2CCCC2)cc1	-4.5	0.1%
84	COc1ccc(N2C(=O)CC(N3CCC(C(N)=O)CC3)C2=O)cc1 (stereo unspecified)	-6.6	0.6%
85	CCn1c(COc2ccc(Cl)cc2)nnc1SCc1nc2ccccc2[nH]1	11.6	-2.5%
86	CNC(=O)NC(=O)COC(=O)CCCSc1nc2ccccc2s1	5.8	2.1%
87	COc1ccc(C2CC(c3cccs3)=NN2c2ccc(F)cc2)cc1OC (stereo unspecified)	9.7	-5.9%
88	O=C(NCCN1CCN(C(=O)c2cccs2)CC1)c1cccs1	7.4	0.9%
89	COc1ccc(CNc2ccc(C(=O)O)cc2)cc1	-5.8	8.4%
90	O=C(c1ccc(OC2CCN(C(=O)C3CC3)CC2)cc1)N(CCO)Cc1ccccc1	·	3.1%

# Next part.
cpd	canonical_smiles	Mtb RmlCD inh	GlmU inhibition
91	O=C(CSc1nnc(-c2ccc(Br)cc2)n1CCc1ccccc1)NC1CCS(=O)(=O)C1 (stereo unspecified)	-11.9	3.6%
92	COc1ccc2c(c1)-c1c(sn(-c3ccccc3)c1=S)C(C)(C)N2	5.3	7.5%
93	Cc1cccc2cc(CN(CCN3CCOCC3)C(=O)Nc3ccccc3F)c(=O)[nH]c12	·	4.5%
94	CC1(C)C2CCC1(C)C(OC(=O)CC(=O)O)C2 (stereo unspecified)	·	-2.6%
95	COC(=O)c1oc2ccc(Br)cc2c1NC(=O)CCCN1C(=O)c2ccccc2C1=O	-5.6	-1.3%
96	Cc1ccc(N/C=C2/Sc3ccccc3NC2=O)cc1	·	1.8%
97	COc1cc(C2=NOC(C(=O)N3CCCCCC3)C2)cc(OC)c1OC (stereo unspecified)	-7.3	1.3%
98	c1ccc(COc2nsnc2N2CCOCC2)cc1	-6.2	5.7%
99	O=C(O)c1ccc(CSc2nnc(-c3cccnc3)n2-c2ccc(Br)cc2)cc1	14.2	3.5%
100	COC(=O)c1ccc(C(=O)OC)c(=O)[nH]1	·	-4.2%

# (cont.)
cpd	canonical_smiles	Mtb RmlCD inh	GlmU inhibition
101	Cc1oncc1-c1csc(-c2ccccc2)n1	10.8	-1.4%
102	CCOC(=O)CCc1c(C(=O)OCC)[nH]c(CC)c1C(=O)OCc1ccccc1	7.6	1.4%
103	CC1(C)Nc2ccccc2N(CC(=O)N2CCCCC2)C1=O	·	-6.3%
104	N#Cc1nc(-c2ccccc2F)oc1NCCc1ccccc1	16.6	1.8%
105	CC(=O)O/C(=C\c1cn(C(C)=O)c2ccccc12)C(=O)O	12.3	1.5%
106	COC(=O)C1Cc2c([nH]c3ccccc23)CN1 (stereo unspecified)	30.9	2.0%
107	CC(C)CC1NC(=O)N(CC(=O)N2CCCc3ccccc32)C1=O (stereo unspecified)	7.6	-2.8%
108	Cc1nn(C)cc1CNC(=O)C1(C)CC1(Cl)Cl (stereo unspecified)	5.1	7.9%
109	Cc1ccc(S(=O)(=O)/N=C2\SC(CC(=O)Nc3ccc(F)cc3)C(=O)N2c2ccccc2)cc1 (stereo unspecified)	-2.6	7.2%
110	COc1ccc2c(c1)C(NC(=O)C(F)(F)F)CC2=O (stereo unspecified)	-9.7	1.2%
111	COc1ccccc1C(=O)OCC(=O)NC(=O)NCc1ccccc1	·	-7.2%

# This is a subset; count on the stated rates, not on these rows.
